MEP2-GFP yeast: modulators of MEP2-GFP levels in yeast, primary screen, S. cerevisiae, multiplex flow cytometry, MLPCN library; GFP response vs DMSO, % at 10 µM; S. cerevisiae MEP2-GFP strain, 3 h; 100% = DMSO control level; 0.51% of 330,000 active;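 active means GFP response versus DMSO above a set limit, roughly screen mean plus 3 SD, cut at about 180% in these data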;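 further: median GFP fluorescence of the barcode-gated MEP2-GFP cells per well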
RPL19A-GFP yeast: RPL19A-GFP expression modulators in yeast, primary screen, cell-based, S. cerevisiae, multiplex flow cytometry, MLPCN; S. cerevisiae RPL19A-GFP strain, 3 h; stronger effect = lower value; percent response vs DMSO, % at 10 µM; 0.3% of 330,000 active; AID 2025, 2009;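 active means percent response vs DMSO below 50%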;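 further: median channel GFP fluorescence of the barcoded RPL19A-GFP strain; ratio of sample median GFP to plate DMSO average so 100% = DMSO; lower means less RPL19A-GFP as with rapamycin TOR inhibition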
LAP4 TOR yeast: modulators of LAP4-GFP expression in yeast, primary screen, S. cerevisiae, multiplex flow cytometry, MLPCN library; 3 h; median GFP as percent of DMSO wells; GFP response vs DMSO, % at 10 µM; 0.34% of 320,000 active; AID 2023, 2009;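 active means GFP response vs DMSO above a set limit, about the screen mean plus 3 SD, cut at about 150% in these data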
GRK2 inh: compounds blocking aptamer binding on GRK2 – biochemical, human GRK2, bead flow cytometry, HTS, primary screen; 0.59% of 330,000 active; AID 488847, 2010; inhibition of aptamer binding, % at 10 µM; FAM-aptamer displacement from GRK2;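 active means inhibition of aptamer binding above 40%, roughly 3 SD of noise, on plates passing a quality check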;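 further: median bead fluorescence of bound FAM aptamer so fluorescent compounds give negative values; no value below 0 was filed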
Target sequence (P25098 whole entry, looked up): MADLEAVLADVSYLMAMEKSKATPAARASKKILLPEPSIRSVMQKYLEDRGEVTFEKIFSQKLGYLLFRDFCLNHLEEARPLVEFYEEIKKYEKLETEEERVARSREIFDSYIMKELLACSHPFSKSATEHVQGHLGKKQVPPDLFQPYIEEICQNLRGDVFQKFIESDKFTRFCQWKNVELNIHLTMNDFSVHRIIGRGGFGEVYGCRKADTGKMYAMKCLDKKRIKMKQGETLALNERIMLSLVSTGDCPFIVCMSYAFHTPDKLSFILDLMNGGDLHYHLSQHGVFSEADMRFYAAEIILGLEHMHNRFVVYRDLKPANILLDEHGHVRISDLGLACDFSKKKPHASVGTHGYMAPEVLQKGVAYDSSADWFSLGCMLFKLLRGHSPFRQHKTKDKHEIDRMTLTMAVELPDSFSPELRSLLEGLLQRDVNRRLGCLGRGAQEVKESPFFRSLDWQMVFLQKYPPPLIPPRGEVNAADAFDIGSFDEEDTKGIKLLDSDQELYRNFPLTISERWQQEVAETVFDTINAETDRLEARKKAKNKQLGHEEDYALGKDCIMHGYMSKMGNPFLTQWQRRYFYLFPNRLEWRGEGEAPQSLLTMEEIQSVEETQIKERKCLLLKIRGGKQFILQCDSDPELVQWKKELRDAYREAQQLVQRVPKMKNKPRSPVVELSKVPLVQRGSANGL
CIT2 TOR yeast: modulators of CIT2-GFP expression in yeast, primary screen, S. cerevisiae, GFP fusion, multiplex flow cytometry, MLPCN library | S. cerevisiae CIT2-GFP strain, 3 h; 100 means same as DMSO wells | GFP response vs DMSO, % at 10 µM | 0.065% of 320,000 active | AID 2029, 2009;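 active means GFP response relative to DMSO above a set limit, near the screen mean plus 3 SD, cut at about 150% in these data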;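 further: ratio of well median GFP fluorescence to mean of DMSO wells on the plate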
CR mimetic SO: reduction of superoxide in aged yeast, primary screen, HTS; S. cerevisiae aged cells, superoxide DHE fluorescence; stronger effect = lower value; superoxide response (% of plate mean), % at 10 µM; 0.18% of 330,000 active; AID 2690, 2010;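 active means superoxide response under a set limit, about three screen SD below normal, cut at about 65% in these data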;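 further: yeast aged for seven days with compound at 30 °C before DHE staining; 100% = average MFI of all compound-treated wells on the plate with controls excluded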
AGP1-GFP MLPCN: modulators of AGP1-GFP expression in yeast TOR pathway, primary screen, cell-based, multiplex flow cytometry, S. cerevisiae, MLPCN library | 0.02% of 320,000 active | AID 2066, 2009 | GFP response vs DMSO, % at 10 µM | 3 h; GFP as percent of DMSO wells;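 active means GFP response relative to DMSO above a set limit, near screen average plus 3 SD, cut at about 150% in these data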;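 further: median GFP channel fluorescence of the gated AGP1 strain per well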
VLA-4 inh: inhibition in human VLA-4 binding assay, primary screen, VLA-4 allosteric modulator project, MLPCN library, flow cytometry, VLA-4 expressing cells; ligand binding flow cytometry; inhibition, % (about 7 µM as worked out from the volumes in the protocol); 0.2% of 330,000 active; AID 2557, 2010; Integrin alpha-4 (Homo sapiens), P13612; in the data active means inhibition above about 50%
* hit, by the source's call; i = inactive; . = no result given.

(1) CCc1nc(N[C@H](C(=O)O)C(C)CC)c2oc3ccccc3c2n1 (stereo partly specified)
(2) Cc1c(C2=CCN(S(=O)(=O)c3ccc(Br)cc3)CC2)c2ccccc2n1C
(3) COc1cccc(/C=N/NC(=O)c2c(-c3ccccc3)noc2C)c1OC
(4) COc1ccc([C@H]2CC(=O)C=C(c3ccc(SC)cc3)C2)cc1OC
(5) CCN(CC)C(=O)Cn1c(C)c(/C=C/c2cc[n+](C)cc2)c2ccccc21
(6) COc1ccc(/C=C/C(=O)O)cc1S(=O)(=O)N1CCCC1

entry no.	1	2	3	4	5	6
MEP2-GFP yeast	114	102	145	97	141	105
RPL19A-GFP yeast	100	110	104	100	107	96
LAP4 TOR yeast	97	89	126	102	103	104
GRK2 inh	0	0	0	3	0	4
CIT2 TOR yeast	118	101	100	101	123	93
CR mimetic SO	99	122	101	103	98	103
AGP1-GFP MLPCN	75	101	99	102	106	120
VLA-4 inh	8	21	-12	-24	-43	2

Single entries from the results shown.
no. 2 in CIT2 TOR yeast → 101
no. 5 in GRK2 inh → 0
no. 4 in MEP2-GFP yeast → 97

Other entries.
(7) CC(Sc1nc(O)c(-c2ccccc2)c(=O)[nH]1)C(=O)Nc1ccc(Cl)cc1 (stereo unspecified)
(8) CC(C)Oc1ccc(CNC(=O)CC(c2ccccc2)c2cc(Cl)ccc2O)cc1 (stereo unspecified)
(9) Cc1onc(-c2c(Cl)cccc2Cl)c1C(=O)NCc1ccco1
(10) COc1ccc(-c2cc(C(F)(F)F)n3ncc(C(=O)O)c3n2)cc1OC
(11) O=C(CN1C(=O)NC2(CCCC2)C1=O)Nc1cc(Cl)ccc1N1CCOCC1
(12) COc1cc2c(cc1N/C=C(\C#N)c1nc(-c3ccccc3)cs1)oc1ccccc12

entry no.	7	8	9	10	11	12
MEP2-GFP yeast	113	104	95	107	100	107
RPL19A-GFP yeast	104	98	101	101	96	102
LAP4 TOR yeast	103	100	101	101	104	113
GRK2 inh	0	1	0	0	0	0
CIT2 TOR yeast	87	97	99	107	102	103
CR mimetic SO	107	102	85	85	104	111
AGP1-GFP MLPCN	107	101	101	109	102	104
VLA-4 inh	5	-2	-3	4	-4	-13

(13) N#CCCn1cc(C=C(C#N)C#N)c(-c2ccc(Cl)cc2)n1
(14) Cc1cc(Nc2ccccc2O)c2ccccc2n1
(15) CC(C)(C)C(=O)NC(n1cnc2c(N3CCOCC3)ncnc21)C(Cl)(Cl)Cl (stereo unspecified)
(16) O=C(c1ccco1)N1CCN(C(c2ccccc2)c2nnnn2Cc2cccs2)CC1 (stereo unspecified)
(17) CC1(C)CNC(=O)c2sc(NC(=O)c3ccccc3Cl)nc2C1
(18) NS(=O)(=O)c1ccc(CCNC(=O)C2CCN(S(=O)(=O)c3cnc[nH]3)CC2)cc1

entry no.	13	14	15	16	17	18
MEP2-GFP yeast	100	97	100	98	100	106
RPL19A-GFP yeast	103	87	96	97	102	102
LAP4 TOR yeast	105	89	105	98	107	96
GRK2 inh	3	3	1	2	12	0
CIT2 TOR yeast	103	.	99	95	94	106
CR mimetic SO	98	103	90	110	97	100
AGP1-GFP MLPCN	103	85	105	98	100	109
VLA-4 inh	13	4	-5	13	0	1

(19) CC(C)(C)NC(=O)COC(=O)c1ccccc1C(=O)c1ccccc1
(20) CC1(C)Cc2ccccc2C(NNC(=O)c2ccccc2)=N1
(21) CC(C)CCn1c(=O)[nH]c2ccccc21
(22) CCOC(=O)C1=C(CC)OC(N)=C(C#N)C1c1cccs1 (stereo unspecified)
(23) Cc1cc(C)nc(NC2=NCC(=O)N2c2ccccc2Br)n1
(24) S=C(NCc1cccs1)Nc1cc(Cl)cc(Cl)c1
(25) Cc1n[nH]c(C)c1CCC(=O)N/N=C/C=C/c1ccccc1
(26) CN(C(=O)CS(=O)(=O)c1cn(CC(=O)N2CCCCC2)c2ccccc12)c1ccccc1
(27) Cc1ccc(/C=C/S(=O)(=O)Nc2ccc(C)cc2)cc1

entry no.	19	20	21	22	23	24	25	26	27
MEP2-GFP yeast	94	103	105	105	91	91	107	103	100
RPL19A-GFP yeast	95	101	102	106	97	96	104	100	101
LAP4 TOR yeast	113	105	104	102	108	116	94	98	108
GRK2 inh	0	3	0	2	0	0	0	13	4
CIT2 TOR yeast	93	106	101	110	95	100	103	104	94
CR mimetic SO	95	97	99	87	93	109	104	i	103
AGP1-GFP MLPCN	99	107	105	107	95	109	97	111	95
VLA-4 inh	0	3	-11	-15	38	-2	6	-2	1

4 records picked at random from the list so far:
(26) CN(C(=O)CS(=O)(=O)c1cn(CC(=O)N2CCCCC2)c2ccccc12)c1ccccc1
(17) CC1(C)CNC(=O)c2sc(NC(=O)c3ccccc3Cl)nc2C1
(16) O=C(c1ccco1)N1CCN(C(c2ccccc2)c2nnnn2Cc2cccs2)CC1 (stereo unspecified)
(20) CC1(C)Cc2ccccc2C(NNC(=O)c2ccccc2)=N1

entry no.	26	17	16	20
MEP2-GFP yeast	103	100	98	103
RPL19A-GFP yeast	100	102	97	101
LAP4 TOR yeast	98	107	98	105
GRK2 inh	13	12	2	3
CIT2 TOR yeast	104	94	95	106
CR mimetic SO	i	97	110	97
AGP1-GFP MLPCN	111	100	98	107
VLA-4 inh	-2	0	13	3

Some of the entries so far, as a markdown table:
| No. | SMILES | MEP2-GFP yeast | RPL19A-GFP yeast | LAP4 TOR yeast | GRK2 inh | CIT2 TOR yeast | CR mimetic SO | AGP1-GFP MLPCN | VLA-4 inh |
| --- | --- | --- | --- | --- | --- | --- | --- | --- | --- |
| 9 | Cc1onc(-c2c(Cl)cccc2Cl)c1C(=O)NCc1ccco1 | 95 | 101 | 101 | 0 | 99 | 85 | 101 | -3 |
| 10 | COc1ccc(-c2cc(C(F)(F)F)n3ncc(C(=O)O)c3n2)cc1OC | 107 | 101 | 101 | 0 | 107 | 85 | 109 | 4 |
| 11 | O=C(CN1C(=O)NC2(CCCC2)C1=O)Nc1cc(Cl)ccc1N1CCOCC1 | 100 | 96 | 104 | 0 | 102 | 104 | 102 | -4 |
| 12 | COc1cc2c(cc1N/C=C(\C#N)c1nc(-c3ccccc3)cs1)oc1ccccc12 | 107 | 102 | 113 | 0 | 103 | 111 | 104 | -13 |

In a second layout: two of the compounds above
5. CCN(CC)C(=O)Cn1c(C)c(/C=C/c2cc[n+](C)cc2)c2ccccc21
- MEP2-GFP yeast = 141
- RPL19A-GFP yeast = 107
- LAP4 TOR yeast = 103
- GRK2 inh = 0
- CIT2 TOR yeast = 123
- CR mimetic SO = 98
- AGP1-GFP MLPCN = 106
- VLA-4 inh = -43

6. COc1ccc(/C=C/C(=O)O)cc1S(=O)(=O)N1CCCC1
- MEP2-GFP yeast = 105
- RPL19A-GFP yeast = 96
- LAP4 TOR yeast = 104
- GRK2 inh = 4
- CIT2 TOR yeast = 93
- CR mimetic SO = 103
- AGP1-GFP MLPCN = 120
- VLA-4 inh = 2

High-throughput results from PubChem BioAssay.
